BLM helicase inh = Bloom syndrome helicase (human) inhibition; Potency, µM (titrated, usually from 56.1 µM), inactives show at the top dose activity change, negative = inhibition, most hits filed as inhibitors; recombinant BLM DNA unwinding, fluorescence dequenching; 0.2% of 350,000 active; P54132;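 further: plate controls were vehicle for no effect and no enzyme for full effect; nearly all actives have a fitted effect of over 35% in size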
GLS inh = inhibitors of human glutaminase (GLS). Potency, µM (highest dose often 45.5 µM), for inactives: top-dose activity change, negative = inhibition, actives largely listed as inhibitors. 0.21% of 410,000 active. AID 624170. O94925. GLS enzymatic activity, qHTS titration; further: on the % scale 0 is the no-effect control and ±100 the full control effect
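Human kidney-isoform GLS in 45 mM KH2PO4 pH 8.2, 0.02% Tween-20, with compound, started with 1mM L-Glutamine (added stock). Glutamate oxidase/HRP/Amplex red coupled fluorescence read at start and after 30 min at RT.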
G9a block = blocks human histone lysine methyltransferase G9a; AID 504332; G9a H3K9 monomethylation, AlphaScreen, 2 h; 8.8% of 350,000 active; Potency, µM (top dose mostly 102 µM), without a hit: at the top dose activity, negative = inhibition, hits mostly inhibitors; Q96KQ7; further: on the % scale 0 is the no-effect control and ±100 the full control effect; nearly all actives have a fitted effect of over 75% in size
Target sequence (Q96KQ7 913-1193 limits assumed): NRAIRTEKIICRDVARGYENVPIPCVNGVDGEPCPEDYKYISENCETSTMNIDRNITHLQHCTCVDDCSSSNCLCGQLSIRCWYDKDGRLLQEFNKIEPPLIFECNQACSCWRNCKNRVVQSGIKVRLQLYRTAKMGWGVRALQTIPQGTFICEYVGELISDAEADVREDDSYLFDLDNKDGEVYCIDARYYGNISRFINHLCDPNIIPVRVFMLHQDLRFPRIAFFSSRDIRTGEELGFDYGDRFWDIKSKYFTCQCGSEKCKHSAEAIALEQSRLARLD
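Compounds were preincubated with 20 nM G9a for 15 min, after which biotinylated H3K9 peptide (500 nM) and SAM (20 uM) started a 2 h room-temperature reaction. Monomethylated product was quantified by antibody-based AlphaScreen chemiluminescence.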
Pin1 inh = inhibitors of human Pin1; Potency, µM (series often up to 115 µM), for the others: at the top dose activity, negative = inhibition, usual class: inhibitors; 0.009% of 390,000 active; Q13526; AID 504891; Pin1 FP peptide displacement, HiFluor488, 10 min; active means well fitted inhibition curve with a large enough effect in the polarisation, with a control signal flat, not every such curve was filed as active; inconclusive means small, poorly fitted or top-dose-only effect, or effect the other way, or a change in a side signal; inactive means no such curve, though single readings can be large or run the other way; the % refers to the polarisation; further: on the % scale 0 is the no-effect control and ±100 the full control effect
Target sequence (Q13526 whole entry, looked up): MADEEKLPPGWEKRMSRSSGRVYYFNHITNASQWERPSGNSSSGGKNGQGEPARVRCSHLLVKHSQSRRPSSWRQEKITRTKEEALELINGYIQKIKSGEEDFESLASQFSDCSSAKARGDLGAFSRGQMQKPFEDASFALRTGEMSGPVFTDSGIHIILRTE
JMJD2A Tudor inh = JMJD2A Tudor domain (human) inhibition. O75164. AlphaScreen JMJD2A-Tudor / H3K4me3 peptide binding. Potency, µM (highest dose often 114 µM), inactives show at the top dose activity change, negative = inhibition, usual class: inhibitors. 4.4% of 390,000 active; further: on the % scale 0 is the no-effect control and ±100 the full control effect; nearly all actives have a fitted effect of over 50% in size
Tb PGK inh = T. brucei PGK inhibition; 0.043% of 380,000 active; P07378; PGK/GAPDH coupled, Kinase-Glo luminescence, 60 min; Potency, µM (titrated, usually from 57.5 µM), inactives show at the top dose activity change, negative = inhibition, actives largely listed as inhibitors; further: on the % scale 0 is the no-effect control and ±100 the full control effect; nearly all actives have a fitted effect of over 60% in size
Target sequence (P07378 whole entry, looked up): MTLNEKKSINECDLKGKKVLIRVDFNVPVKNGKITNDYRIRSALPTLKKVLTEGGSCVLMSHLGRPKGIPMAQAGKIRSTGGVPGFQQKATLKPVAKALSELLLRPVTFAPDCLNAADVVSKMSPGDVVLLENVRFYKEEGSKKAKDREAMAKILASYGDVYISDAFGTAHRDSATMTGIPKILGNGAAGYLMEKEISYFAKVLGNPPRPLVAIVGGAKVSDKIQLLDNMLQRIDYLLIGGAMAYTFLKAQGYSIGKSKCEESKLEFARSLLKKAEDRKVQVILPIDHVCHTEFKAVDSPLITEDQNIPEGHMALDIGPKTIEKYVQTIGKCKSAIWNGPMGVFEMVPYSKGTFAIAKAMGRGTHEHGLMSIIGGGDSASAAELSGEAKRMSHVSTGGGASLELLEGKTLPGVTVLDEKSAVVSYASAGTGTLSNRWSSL
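Luminescent ATP detection (Kinase-Glo Plus) follows a 60-minute room-temperature incubation, with wells lacking PGK as controls. Buffer: 100 mM TEA (pH 7.6), 5 mM MgCl2, 0.01% Tween-20. Coupling enzyme GAPDH (100 nM final) supplies unstable 1,3-BPG in-well.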
Pol iota inh = inhibitors of human DNA polymerase iota; Q9UNA4; Pol iota fluorescent replication assay, 10 min; Potency, µM (highest dose often 115 µM), inactives show at the highest dose activity, negative = inhibition, usual class: inhibitors; 1% of 390,000 active; AID 588590
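Fluorescent replication assay read twice, at 0 min and 10 min after adding 50 nM (final) substrate. Enzyme (10 nM) and compounds were first incubated 15 min at room temperature; enzyme-free buffer wells were negative controls.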
HP1b binding inh = inhibitors of HP1-beta chromodomain binding to methylated histone tails; Potency, µM (series often up to 114 µM), for inactives: top-dose activity change, negative = inhibition, usual class: inhibitors; AlphaScreen HP1-beta / biotin-H3K9me3 peptide binding; 0.56% of 390,000 active; further: nearly all actives have a fitted effect of over 70% in size; inactives centre near 23
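AlphaScreen: HP1-beta (50 nM) preformed 30 min with biotin-H3(1-18)K9me3 peptide (50 nM) in PBS pH 7.4, 0.01% Tween-20. Compound added for 30 min at RT, then streptavidin donor/nickel chelate acceptor beads (10 ug/mL) for 30 min.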
BAZ2B block = blocks human BAZ2B; Q9UIF8; Potency, µM (highest dose often 114 µM), without a hit: top-dose activity change, negative = inhibition, actives largely listed as inhibitors; 4.4% of 360,000 active; AlphaScreen BAZ2B-H3K14Ac peptide displacement; further: on the % scale 0 is the no-effect control and ±100 the full control effect; nearly all actives have a fitted effect of over 60% in size
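Compounds, titrated to a top concentration of 110 uM, were incubated 30 min at room temperature with preformed BAZ2B/acetyl-K14 H3 peptide complex (50 nM each). Proximity signal was measured by AlphaScreen after 20 min with beads.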
Numbers without * were called inactive; i = inactive; ? = inconclusive; nt = no result given; [ ] = remark or other dose. Unless noted, the call rests on the fitted dose curve; in most records, active means well fitted curve in the direction sought with a large enough effect; inconclusive means small, poorly fitted or top-dose-only effect, or another doubt; inactive means no such curve, though single readings can be large; an effect the other way counts as inactive or inconclusive. Potency means the concentration at half of the fitted maximal effect.

BLM helicase inh	Pin1 inh	G9a block	Pol iota inh	Tb PGK inh	HP1b binding inh	JMJD2A Tudor inh	BAZ2B block	GLS inh	mol
nt	4.3%	?	190.5%[activator]	-2.2%	43.6%[activator]	-9.0%	-5.3%	-3.5%	O=C(NCCc1ccccc1)c1ccc(NS(=O)(=O)c2ccc3[nH]c(=O)[nH]c3c2)cc1
nt	-9.9%	nt	5.5%	i	25.4%	-4.2%	nt	0.9%	COc1cc(/C=C/c2ccc(/C=C/c3cc(OC)c(OC)c(OC)c3)cc2)cc(OC)c1OC
-2.1%	-1.8%	-6.0%[59 µM]	16.4%	0.8%	41.0%[activator]	7.2%	3.9%	8.3%	Cc1ccc(F)cc1NC(=O)CSc1nc(-c2cccs2)cc(C(F)(F)F)n1
1.4%	0.9%	?	8.8%	-6.4%	31.8%	0.7%	?	7.9%	CC(=O)C1=C(O)CC(c2ccccc2)CC1=NCCc1c(C)[nH]c2ccccc12 (configuration not stated)
-4.0%	-1.0%	?	0.1%	5.1%	-22.9%	?	?	12.4%	CN1CCN(c2ccc(S(=O)(=O)N3CCCCC3)cc2NC(=O)c2ccc3ccccc3c2)CC1
2.4%	-11.0%	-41.3%	-1.5%	8.2%	49.2%[activator]	-1.8%	?	16.9%	Cc1cccnc1NC1OC(=O)c2ccccc21 (configuration not stated)
nt	-2.8%	?	9.9%	-6.4%	14.0%	-17.6%	-1.3%	36.3%	CC1CCN(C(=O)COc2coc(CN3CCc4ccccc43)cc2=O)CC1
-3.8%	0.8%	-8.3%[59 µM]	-9.2%	i	37.9%	-29.1%	-5.2%	-8.9%	O=C(/C(=C/c1cccc(Cl)c1)c1nc2ccccc2[nH]1)c1ccccc1
-2.0%	-4.1%	2.5%	12.1%	8.1%	65.0%[activator]	-16.5%[57.1 µM]	-1.2%	-6.9%	CCC1(CC)C(=O)N(C)C(=O)NC1=Nc1ccccc1
-4.7%	0.2%	1.9%	32.7%[activator]	-9.2%	23.1%	-6.8%	2.3%	2.1%	O=C(NCc1cccnc1)c1nn2cccnc2c1Cl
-8.0%	70.1%[activator]	12.6µM*	160.6%[activator]	i	?	?	39.8µM*	-7.9%	O=[N+]([O-])c1ccc(-c2cnc(SC(c3ccccc3)c3ccccc3)[nH]2)cc1
-5.5%	0.6%	-10.0%[59 µM]	3.9%	9.4%	28.7%	-14.8%	-34.4%	3.3%	O=C(CSc1nc2ccc(N3CCOCC3)cc2c(=O)n1CCc1ccccc1)NCC1CCCO1 (configuration not stated)
-0.6%	-5.1%	10.5%	31.2%[activator]	-1.8%	-0.3%	-7.8%	-1.7%	-3.8%	Cc1ccc(-c2cc(C(=O)N3CCOCC3)c3cc(C)ccc3n2)cc1
0.8%	8.2%	-10.2%[59 µM]	110.0%[activator]	i	?	?	39.8µM*	-3.3%	Nc1ccc(Oc2ccc(Br)cc2)cc1
-0.6%	-4.7%	-3.3%	7.3%	i	54.8%[activator]	-9.0%	?	-15.7%	O=C(NCc1ccc(F)cc1)C1CCCN1S(=O)(=O)c1cccc2nsnc12 (configuration not stated)

(continued)
BLM helicase inh	Pin1 inh	G9a block	Pol iota inh	Tb PGK inh	HP1b binding inh	JMJD2A Tudor inh	BAZ2B block	GLS inh	mol
-16.0%	6.6%	0.2%[2.33 µM]	-12.4%	-5.4%	39.5%[activator]	-3.0%	?	6.0%	O=C(NCCNC(=O)c1cc(OCC(F)(F)F)ccc1OCC(F)(F)F)Nc1cccc(C(F)(F)F)c1
-2.4%	11.8%	-7.5%	-22.6%	-4.6%	24.9%	-3.5%	5.5%	0.0%	CC(C)c1cc(CN2CCN(Cc3ccc(F)c(F)c3)C(CCO)C2)[nH]n1 (configuration not stated)
nt	-2.5%	-5.3%[59 µM]	9.0%	-9.5%	27.6%	-13.1%	-2.4%	2.7%	Nc1ncnc2c1ncn2C1OC(C(=O)NC2CC2)C(O)C1O (configuration not stated)
1.4%	-5.5%	-44.0%	26.9%	-4.4%	-0.6%	-35.1%	-35.0%	18.1%	Cn1c(CCN2CCN(c3ccc(F)cc3)CC2)nc2cc(NC(=O)c3ccco3)ccc21
-9.4%	4.1%	?	125.8%[activator]	-7.8%	-12.2%	?	?	1.8%	CCOc1ccccc1C1c2[nH]c3ccccc3c2C[C@H]2C(=O)N(C3CCN(Cc4ccccc4)CC3)CC(=O)N12 (some centres not stated)
nt	70.3%[activator]	-28.2%	38.3%[activator]	-9.9%	8.8%	-14.8%	9.4%	-0.6%	Cc1c(C)n2c(SCC(=O)N3CC(C)OC(C)C3)nnc2[nH]c1=O (configuration not stated)
-3.6%	-6.0%	-7.3%	42.3%[activator]	-3.5%	10.5%	-30.3%	-26.7%	1.4%	COc1ccc(C(OCC(O)CNCCc2ccc(S(N)(=O)=O)cc2)c2ccc(OC)cc2)cc1 (configuration not stated)
-7.6%	-0.7%	39.8µM*	0.4%	-4.2%	?	50.1µM*	39.8µM*	10.8%	CCOc1ccc(NCc2cccn2-c2nnc(N3CCC(C(=O)NCCCN4CCCCC4)CC3)s2)cc1
-14.3%	-1.1%	31.5%[59 µM]	0.6%	i	30.9%	-10.6%[57.1 µM]	-8.3%	0.9%	CCOc1cc(NC(=S)NCCCOC)c(OCC)cc1NC(=O)c1cccs1
-5.9%	-3.8%	0.5%	-7.6%	-0.5%	34.2%	-9.6%	-5.7%	8.9%	C/C(=N\NC(=O)c1ccc2c(c1)OCO2)c1ccc2c(c1)OCO2
nt	0.1%	-1.3%[59 µM]	22.5%	8.6%	31.0%	9.0%	2.9%	14.2%	CSc1ccccc1NC(=O)c1cnc2sc(C)cn2c1=O
-20.7%	?	0.8%[59 µM]	-16.2%	-12.1%	8.2%	1.0%	-35.1%	19.8%	N#Cc1cc(C(=O)c2ccccc2O)cn(-c2nccs2)c1=O
-1.6%	-6.1%	-7.6%[59 µM]	2.2%	i	56.9%[activator]	-18.8%[57.1 µM]	50.1µM*	-1.7%	CCc1ccc(C(C)NC(=O)c2ncn[nH]2)cc1 (configuration not stated)
-1.8%	3.6%	85.2%[activator]	26.9%	-4.7%	63.7%[activator]	20.6%	42.6%[activator]	0.5%	COc1ccccc1CNC(=O)COc1ccc(Br)c(C)c1
1.7%	-4.4%	5.8%[59 µM]	1.6%	-4.6%	14.8%	-9.9%	1.8%	4.8%	CCOc1ccccc1C(=O)Nc1nncs1

(next part)
BLM helicase inh	Pin1 inh	G9a block	Pol iota inh	Tb PGK inh	HP1b binding inh	JMJD2A Tudor inh	BAZ2B block	GLS inh	mol
-10.6%	53.0%[activator]	-22.7%[59 µM]	34.1%[activator]	5.6%	30.4%	-11.4%	-15.4%	-2.9%	CC(C)CCNC(=O)c1ccc2c(c1)N(Cc1ccccc1F)C(=O)c1ccccc1S2=O (configuration not stated)
-11.4%	-3.1%	?	9.6%	-5.9%	15.2%	-26.9%	-36.7%	15.9%	NC(=O)[C@@H]1CCCNc2c(F)cc([N+](=O)[O-])cc2C(=O)N[C@@H](CO)C(=O)N[C@@H](Cc2ccc(O)cc2)C(=O)N1
nt	-6.7%	-7.9%[2.33 µM]	22.9%	i	28.9%	-2.3%	-2.2%	3.0%	COc1ccc(NC(=O)C(C)(C)Oc2ccc(Cl)cc2)cn1
-12.3%	10.7%	35.5µM*	12.0%	7.3%	-25.8%	-29.7%	?	0.8%	COc1ccc(CCNc2oc(COc3ccccc3F)nc2C#N)cc1
-2.3%	-2.5%	7.1%	1.0%	-0.1%	54.8%[activator]	76.1%[activator]	0.1%	0.7%	Clc1ccc(C2=Nc3cc(Cl)ccc3OC2)cc1
nt	1.4%	nt	?	6.6%	22.5%	-13.3%	nt	-7.0%	Clc1ccc(CNc2ncnc3[nH]ncc23)c(Cl)c1
-2.2%	-8.9%	0.8%[59 µM]	10.7%	-4.1%	23.1%	-16.2%	1.4%	3.1%	CCCS(=O)(=O)N1CCC(C(=O)NCCOC)CC1
-3.1%	4.8%	15.5%	34.4%[activator]	-0.6%	50.2%[activator]	9.2%	4.5%	-0.4%	Cc1ccc(OCC(=O)NC(C)c2ccccc2)cc1C (configuration not stated)
-3.7%	11.1%	64.0%[activator][59 µM]	24.1%	-0.4%	142.5%[activator]	61.8%[activator]	65.9%[activator]	0.4%	Brc1cc(Br)c2nc(-c3ccc(N4CCOCC4)cc3)ccc2c1
-1.9%	1.1%	nt	25.6%	-1.3%	10.3%	-4.0%	-0.9%	-2.2%	CC1CCCC(NC(=O)CCn2c(=S)oc3ccccc32)C1C (configuration not stated)
-2.5%	-1.8%	2.5%[0.501 µM]	28.9%	-6.5%	43.7%[activator]	0.7%	-12.3%	-0.1%	COc1ccccc1C(=O)NC(=O)COC(=O)C1CC2CCCC(C1)C2=O (configuration not stated)
0.1%	-6.3%	-35.3%[59 µM]	28.2%	-1.8%	49.6%[activator]	-4.2%	17.3%	-1.0%	O=C(Nc1ccccc1)c1[nH]ncc1[N+](=O)[O-]

Full records, looked up by structure. Order of values: BLM helicase inh	Pin1 inh	G9a block	Pol iota inh	Tb PGK inh	HP1b binding inh	JMJD2A Tudor inh	BAZ2B block	GLS inh
Entry for COc1ccccc1C(=O)NC(=O)COC(=O)C1CC2CCCC(C1)C2=O (configuration not stated) → -2.5%	-1.8%	2.5%[0.501 µM]	28.9%	-6.5%	43.7%[activator]	0.7%	-12.3%	-0.1%
Entry for CC(C)CCNC(=O)c1ccc2c(c1)N(Cc1ccccc1F)C(=O)c1ccccc1S2=O (configuration not stated) → -10.6%	53.0%[activator]	-22.7%[59 µM]	34.1%[activator]	5.6%	30.4%	-11.4%	-15.4%	-2.9%
Entry for Cc1ccc(OCC(=O)NC(C)c2ccccc2)cc1C (configuration not stated) → -3.1%	4.8%	15.5%	34.4%[activator]	-0.6%	50.2%[activator]	9.2%	4.5%	-0.4%

These rows are one share of the data (hit frequency here may not be typical).
